SENP6 block = SENP6 protease inhibitors, primary screen, biochemical, luminescence, uHTS | Recombinant SENP6 catalytic domain, aminoluciferin luminescence | 1.8% of 330,000 active | AID 2599, 2010 | inhibition, % at 10 µM;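 active = inhibition above about 50% at the single tested dose, limit read from the data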;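 also: plate controls were DMSO wells with enzyme for no effect and DMSO wells lacking enzyme for full effect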
Target sequence (Q9GZR1 628-1112 limits assumed): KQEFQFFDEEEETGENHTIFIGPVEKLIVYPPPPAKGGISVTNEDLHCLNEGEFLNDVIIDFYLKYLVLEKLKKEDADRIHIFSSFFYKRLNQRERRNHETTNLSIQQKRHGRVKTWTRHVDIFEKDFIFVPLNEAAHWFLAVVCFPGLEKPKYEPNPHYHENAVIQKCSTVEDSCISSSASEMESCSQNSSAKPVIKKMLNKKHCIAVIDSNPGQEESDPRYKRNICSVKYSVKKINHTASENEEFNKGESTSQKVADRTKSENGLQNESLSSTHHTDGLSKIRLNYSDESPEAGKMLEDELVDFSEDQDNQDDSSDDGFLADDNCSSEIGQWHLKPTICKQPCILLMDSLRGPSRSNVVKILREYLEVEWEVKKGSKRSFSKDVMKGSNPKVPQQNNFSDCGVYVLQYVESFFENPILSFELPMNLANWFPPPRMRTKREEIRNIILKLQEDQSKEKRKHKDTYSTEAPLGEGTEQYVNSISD
SENP8 block-1 = human SENP8 protease inhibitors, primary screen, biochemical, fluorescence, Nedd8 protein substrate, uHTS; AID 602440, 2012; Sentrin-specific protease 8 (Homo sapiens), Q96LD8; inhibition, % at 20 µM; recombinant SENP8; 0.64% of 360,000 active; in the data active = inhibition mostly above about 40%, no sharp cut-off; inactive = mostly below about 27%
UBC13 inh = UBC13 polyubiquitin chain formation inhibitors, primary screen, biochemical, TR-FRET, uHTS. Ubiquitin-conjugating enzyme E2 N (Homo sapiens), P61088. inhibition, % at 20 µM. 0.47% of 330,000 active. AID 485273, 2010; in the data active = inhibition above about 45%, passing the limit was not always enough; inconclusive = no clear call, values can overlap the other calls
SENP1 FRET inh = human SENP1 catalytic domain inhibitors, primary screen, biochemical, FRET, uHTS | Sentrin-specific protease 1 (Homo sapiens), Q9P0U3 | recombinant SENP1 catalytic domain, CyPet-SUMO1-YPet FRET cleavage | AID 624204, 2012 | 0.21% of 360,000 active | inhibition, % at 10 µM;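 active = inhibition at least 30% at 10 µM, raw YFP signal under a set limit, fluorescence ratio 0.5 to 1.5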;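 also: 0% = enzyme with DMSO and 100% = no enzyme wells; some results filed as inactive read as strong as hits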
Target sequence (Q9P0U3 419-644 limits assumed): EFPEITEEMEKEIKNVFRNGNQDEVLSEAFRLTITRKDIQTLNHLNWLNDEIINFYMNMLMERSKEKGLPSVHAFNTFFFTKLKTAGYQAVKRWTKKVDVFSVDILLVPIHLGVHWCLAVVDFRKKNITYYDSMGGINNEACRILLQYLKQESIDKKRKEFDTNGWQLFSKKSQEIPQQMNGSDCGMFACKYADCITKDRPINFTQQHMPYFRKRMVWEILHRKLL
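System: Recombinant human SENP1 catalytic domain, His6-tagged | Incubation: Enzyme reaction for 50 min at room temperature, dark | Medium: Tris pH 8 with BME, BSA, NP40 and catalase | Also added: 25 nM SUMO1 FRET substrate | Compound: 10 µM single point, 0.5% DMSO | Measured by: FRET fluorescence in CFP and YFP emission channels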
SENP8 block-2 = SENP8 protease inhibitors, primary screen, biochemical, luminescence; Sentrin-specific protease 8 (Homo sapiens), Q96LD8; purified SENP8, Z-RLRGG-aminoluciferin cleavage; inhibition, % at 10 µM; 1.2% of 330,000 active; AID 2540, 2010; in the data active = inhibition above about 50%
HKDC1 inhibitor = HKDC1 hexokinase inhibitors, primary screen, biochemical, fluorescence, uHTS. Q2TB90. recombinant HKDC1, G6PDH/diaphorase resazurin coupled fluorescence. inhibition, % at 20 µM. 0.16% of 340,000 active;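 active = inhibition above about 35% when tested at 20 µM, limit read from the data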;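 also: plate controls were DMSO wells with enzyme for no effect and DMSO wells lacking enzyme for full effect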
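Material – in-house recombinant HK5 (HKDC1) enzyme · Quantity – HKDC1 at 5 µg/mL · Buffer or medium – pH 8.0 Tris buffer with 10 mM MgCl2 · Reagent – glucose with 1 mM ATP · Dosing – single 20 µM dose · Times – reaction time 90 min, room temperature, protected from light · Technique – resorufin fluorescence at 613 nm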
SENP7 block = SENP7 protease inhibitors, primary screen, biochemical, luminescence, uHTS. Sentrin-specific protease 7 (Homo sapiens), Q9BQF6. recombinant SENP7, Z-RLRGG-aminoluciferin luminescence, 40 min. inhibition, % at 5 µM. 1.5% of 330,000 active;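 active = inhibition above about 50% at the single test dose, limit read from the data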;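 also: plate controls were DMSO with enzyme for no effect and no enzyme buffer wells for full effect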
Target sequence (Q9BQF6 706-1050 limits assumed): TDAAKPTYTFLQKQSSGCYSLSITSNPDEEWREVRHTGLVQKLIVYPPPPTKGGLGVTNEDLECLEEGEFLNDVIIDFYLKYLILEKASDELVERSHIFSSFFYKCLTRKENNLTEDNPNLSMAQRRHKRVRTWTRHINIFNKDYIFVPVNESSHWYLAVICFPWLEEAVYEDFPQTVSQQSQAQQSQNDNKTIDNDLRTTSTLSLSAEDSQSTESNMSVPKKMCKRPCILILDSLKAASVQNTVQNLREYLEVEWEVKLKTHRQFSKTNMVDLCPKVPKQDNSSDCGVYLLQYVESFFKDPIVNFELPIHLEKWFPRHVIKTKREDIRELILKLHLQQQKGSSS
PfGluPho inh = PfG6PD enzyme inhibitors, primary screen, biochemical, fluorescence intensity, uHTS. glucose-6-phosphate dehydrogenase-6-phosphogluconolactonase (Plasmodium falciparum 3D7). PfGluPho enzyme, NADPH resazurin-diaphorase fluorescence. inhibition, % at 20 µM. 0.78% of 350,000 active. AID 504690, 2011;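 active = inhibition reaching at least a set limit at 20 µM in the primary screen, cut at about 59% in these data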;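 also: 0% = DMSO wells with substrate and 100% = DMSO wells lacking glucose-6-phosphate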
beta cell repl = inducers of MIN6 beta-cell proliferation, primary screen, ATP luminescence, uHTS | MIN6 cells proliferation, ATPlite luminescence, 48 h; cells starved in 0.2% serum; 100% = growth in 10% serum | proliferation, % at 10 µM | 0.29% of 330,000 active | AID 2380, 2010;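 active = compounds whose signal lies at least 3.5 SD above the mean of all wells on their plate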;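 also: 0% = DMSO-treated cells in low-serum medium and 100% = 10% serum control; some compounds called inactive have numbers as strong as hits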
* = called active by the depositor; ? = inconclusive; . = no result given.

SMILES	SENP6 block	SENP8 block-1	UBC13 inh	SENP1 FRET inh	SENP8 block-2	HKDC1 inhibitor	SENP7 block	PfGluPho inh	beta cell repl
COc1ccc(NC(=O)OCCn2c([N+](=O)[O-])cnc2C)cc1	-4	-1	0	-1	-2	-2	-1	-5	-1
Cc1cc(C)nc(NS(=O)(=O)c2ccc(NC(=O)c3cccc(N4C(=O)CCC4=O)c3)cc2)n1	-11	18	-7	2	-4	-2	-12	-3	1
COc1ccc(NS(=O)(=O)c2ccc(S(=O)(=O)N(C)C)cc2)cc1S(N)(=O)=O	-8	31	-6	3	3	-4	4	-9	-1
COc1ccc2cc(CN(CCc3ccccc3)Cc3nnnn3CC3CCCO3)c(=O)[nH]c2c1 (stereo not given)	-8	-264	-1	-87	-12	1	-11	19	0
Cc1nc2c(C)cccc2cc1C(=O)N/N=C/c1cccc([N+](=O)[O-])c1	-12	17	5	0	-7	-7	3	26	0
CC(C)(C)c1csc(NC(=O)Cc2ccc(S(=O)(=O)N3CCOCC3)s2)n1	-6	-8	-13	-2	-8	4	-3	15	-1
COc1ccc(-c2nc3c4ccccc4ccn3c2CN2CCCCC2)cc1	-17	-329	11	-1	-4	-6	-5	32	-4
Cc1ccc(S(=O)(=O)N2CCOC2CNC(=O)C(=O)NCCc2ccccc2)cc1 (stereo not given)	-15	29	-5	3	0	6	6	-6	1
Cc1ccccc1-c1nnc(SCC(=O)NCC2CCCO2)o1 (stereo not given)	2	4	-3	1	3	-2	2	-1	-1
CCN(CC)S(=O)(=O)c1ccc2c(c1)nc(CCC(=O)Nc1ccc3c(c1)OCO3)n2C	10	-9	2	-38	5	7	5	24	1
CCOc1ccc(C(=O)Nc2ccc3c(c2)C(=O)NC3=O)cc1	2	-418	-5	-60	4	-2	1	4	0
O=C1CCN(Cc2ccccc2)S(=O)(=O)c2ccc(C(F)(F)F)cc21	-2	-9	14	3	1	4	5	17	-4
Cc1nn(-c2ccccc2)c(/N=C/c2ccc(O)cc2)c1-c1ccccc1	-15	-7	26	-4	-2	4	4	-25	-4
CCOc1ccc(-n2c(C)c(C(C)=O)c3cc(O)ccc32)cc1	3	2	3	1	1	-3	5	0	-1
C=C1C(=O)[C@@]23[C@H](O)C[C@@H]4C(C)(C)CC[C@H](O)[C@@]4(C)[C@@H]2CC[C@@H]1[C@H]3O	-4	11	7	3	-3	6	4	-14	-8
O=C(NCc1ccncc1)c1cccc(S(=O)(=O)Nc2ccc(SC(F)F)cc2)c1	6	7	2	1	15	6	-1	-15	-2
COc1ccc(CNCCS(=O)(=O)NCc2ccc(OC)cc2)cc1	.	12	.	-1	.	-5	.	12	.
O=C(Cn1cnc(Cl)c1Cl)c1ccccc1	0	7	-10	-1	-10	-6	-9	7	1
COc1cccc(CC(=O)N2CCCC(CO)(Cc3ccc(F)cc3F)C2)c1 (stereo not given)	10	10	-2	-1	-5	-3	-3	-2	-3
Cc1ccc(-c2noc(CNC(=O)COc3ccccc3C)n2)cc1	-18	-20	0	-2	-1	-5	8	15	-1
O=C(CN1C(=O)NC(Cc2c[nH]c3ccccc23)C1=O)Nc1cccc(S(=O)(=O)N2CCOCC2)c1 (stereo not given)	16	6	-3	1	7	-3	10	30	1
Cc1cc(C)c(NC(=O)c2ccc(S(=O)(=O)N(C)C)cc2)c(C)n1	0	6	0	-1	0	-6	-1	-9	-1
CCN(C(=O)COC(=O)c1ccc2c(c1)OCO2)c1ccc(F)cc1	-8	9	0	2	0	-9	6	2	0
Cc1ccc(C(=O)/C=C/c2ccc3c(c2)OCO3)o1	-7	-140	-11	-24	-17	-8	6	1	-2
CC(C)c1nc(SCC(=O)Nc2ccc3c(c2)OCO3)n[nH]1	-12	26	-11	2	-8	-2	-10	8	-1

Structures from the list above that contain an NH in an aromatic ring:
SMILES	SENP6 block	SENP8 block-1	UBC13 inh	SENP1 FRET inh	SENP8 block-2	HKDC1 inhibitor	SENP7 block	PfGluPho inh	beta cell repl
COc1ccc2cc(CN(CCc3ccccc3)Cc3nnnn3CC3CCCO3)c(=O)[nH]c2c1 (stereo not given)	-8	-264	-1	-87	-12	1	-11	19	0
O=C(CN1C(=O)NC(Cc2c[nH]c3ccccc23)C1=O)Nc1cccc(S(=O)(=O)N2CCOCC2)c1 (stereo not given)	16	6	-3	1	7	-3	10	30	1
CC(C)c1nc(SCC(=O)Nc2ccc3c(c2)OCO3)n[nH]1	-12	26	-11	2	-8	-2	-10	8	-1

(listing goes on)
SMILES	SENP6 block	SENP8 block-1	UBC13 inh	SENP1 FRET inh	SENP8 block-2	HKDC1 inhibitor	SENP7 block	PfGluPho inh	beta cell repl
CCn1ccnc1C(O)c1ccc(N(C)C)cc1 (stereo not given)	-1	24	-19	-1	-16	-8	-6	-3	-4
CCOC(=O)c1c(C)n(OCc2ccccc2)c2ccc3c(no[n+]3[O-])c12	-16	-9	-8	2	-12	-4	-6	-12	0
O=C(c1ccccc1)N1CCN(c2ccc([N+](=O)[O-])c(NCc3cccnc3)c2)CC1	-24	21	-34	3	-6	23	-10	24	2
Cc1ccc(C)c(C(=O)NC2CC(C)(C)NC(C)(C)C2)c1	-10	12	11	0	0	-4	-9	0	4
Cc1ccc(C(=O)C(C)OC(=O)CN2C(=O)NC3(CCCC3)C2=O)cc1 (stereo not given)	-6	19	2	0	-7	0	7	7	-2
O=C(N=Nc1c(O)[nH]c2ccc([N+](=O)[O-])cc12)c1ccccc1Cl	-16	28	6	4	-2	13	9	5	1
COC(=O)c1ccc(OCC(O)CN2C(=O)NC(C)(C)C2=O)cc1 (stereo not given)	.	18	.	2	.	-1	.	10	.
Cc1nc2ccc(N3C(=O)CCC3=O)cc2[nH]1	-5	30	2	2	4	-9	5	-7	1
COc1cc(CC(=O)OCC(=O)NC2CCCCC2)cc(OC)c1OC	-11	12	15	0	3	-5	1	2	-2
CCOC(=O)NC(=O)CSc1nc2ccc(OCC)cc2[nH]1	-16	10	-2	-1	-5	-2	-7	-5	-2
COc1cccc(OC)c1/C(O)=C(\C#N)c1nc2ccccc2[nH]1	-11	-24	1	-12	-1	5	-4	-1	-3
CC(=O)C1=C(O)C(=O)N(CCC(=O)O)C1c1ccccc1[N+](=O)[O-] (stereo not given)	13	-22	-10	-1	-1	-7	1	3	-5
O=[N+]([O-])c1cc(-c2n[nH]c(-c3ccccc3)n2)cc([N+](=O)[O-])c1	-2	6	-17	1	3	-9	12	-21	-2
COC(=O)C(=Cc1ccc(OCc2ccc([N+](=O)[O-])cc2)c(OC)c1)C(=O)OC	-13	17	1	-2	-7	9	-5	-4	-3
N#Cc1cc(N)c(Nc2ccccc2)cc1C#N	-12	-425	26	-11	3	-1	-1	-2	-4
COc1ccc(/C=N\NC(=O)CNC(=O)C(c2ccccc2)c2ccccc2)cc1[N+](=O)[O-]	1	11	0	1	-5	19	-8	-14	-1
CN(c1ccccc1)S(=O)(=O)c1ccc(C(=O)Nc2ncccc2O)cc1	-6	23	-12	-1	-12	10	7	8	0
CCOC(=O)C1=NOC(CNC(=O)c2c(-c3ccccc3Cl)noc2C)C1 (stereo not given)	-27	14	-1	3	-7	2	18	-15	0
Cc1ccc(OCCCCN2CCCCC2)cc1	-19	2	-7	1	-5	-2	-17	-12	-1
COc1ccccc1Nc1nnc(SCc2cc(=O)n3cc(C)ccc3n2)s1	5	-47	-10	-8	3	1	0	69*	-4
Cc1ccc(-c2cc(C(=O)N3CCCCCC3)no2)cc1	61*	7	4	0	49	-5	47	-15	5
CCCN1Cc2cccc(C(=O)Nc3ccc(CN4CCCC4)cc3)c2C1=O	7	5	15	0	-1	-6	0	-11	5
O=C(CCCc1ccccc1)Nc1ccc(Br)cc1F	-6	20	-2	1	-3	1	-1	9	-1
CNC(=O)NC(=O)CSc1nc(-c2cccs2)c(C#N)c(=O)[nH]1	15	-46	?	-1	-1	-4	-2	-5	3
Cc1ccc(C2c3sc(=O)[nH]c3SC3C(=O)NC(=O)C32)cc1 (stereo not given)	13	14	2	4	0	-7	2	-17	-4
SMILES	SENP6 block	SENP8 block-1	UBC13 inh	SENP1 FRET inh	SENP8 block-2	HKDC1 inhibitor	SENP7 block	PfGluPho inh	beta cell repl
COc1ccc(C(=O)NC(C)c2nc3ccccc3[nH]2)cc1OC (stereo not given)	.	6	.	5	.	5	.	1	.
COc1cc(OC)cc(C(=O)NCCCn2ccnc2)c1	-11	11	-3	-1	-12	-6	9	9	-2
CC(C)CC(=O)O/N=C1\C(=O)N(Cc2ccc(Cl)cc2)c2ccc([N+](=O)[O-])cc21	-45	.	-11	.	-45	.	2	.	-6
Cc1noc(C)c1CSCC(=O)N1CCN(c2ccc(F)cc2)CC1	-3	15	6	-2	-9	5	-2	-6	0
O=C(NC1=NCCS1)c1sc2ccccc2c1Cl	42	6	-6	2	30	2	5	32	-4
NC(=O)CC(NC(=O)c1ccccc1)c1ccc(N2CCN(c3ccccc3)CC2)c([N+](=O)[O-])c1 (stereo not given)	-5	24	6	2	3	-5	1	14	0
CN1CCN(S(=O)(=O)c2cccc(C(=O)N(c3ccccn3)C3CCCCC3)c2)CC1	-6	22	-4	-1	-3	2	-4	-14	0
C=CCN(CC(=O)c1sc(C(=O)OCC)nc1C)c1cccc(Br)c1	-5	-25	9	2	2	9	4	8	-4
COC(=O)c1ccc(C(C2C(=O)CC(C)(C)CC2=O)C2C(=O)CC(C)(C)CC2=O)cc1	-8	13	2	1	-3	-4	1	-2	1
C/C(CC(=O)NCc1ccco1)=N\NC(=O)Cc1ccccc1	-16	-8	-2	3	-6	0	-8	-13	-2
O=C(NCCCN1CCc2ccccc2C1)Nc1ccc(Br)cc1	1	25	7	0	3	2	3	-12	-5
Cc1ccc(C)c2[nH]c(=O)c(CN(CCN3CCCC3)C(=O)Nc3ccc(F)cc3)cc12	7	-87	13	-13	-1	-11	7	0	-5
Cc1ccc(S(=O)(=O)c2nnn3c2nc(NCCCN2CCCC2=O)c2ccccc23)cc1C	18	-304	12	2	-4	-10	-2	0	-2
NC(=O)c1ccc(NC(=O)Cn2c(=O)n(-c3ccccc3)c(=O)c3oc4ccccc4c32)cc1	-4	10	-2	3	-9	19	-9	-3	-2
CCC(C)Sc1nc2c([nH]c3ccccc32)c(=O)n1C (stereo not given)	-8	-5	-1	3	-8	-5	-10	12	-5
Cc1cc(C)c2c(SC(C)C)nc(N)nc2n1	-5	-299	13	-28	5	-2	0	1	0
Cc1c(C(=O)OCC(=O)Nc2c(C)n(C)n(-c3ccccc3)c2=O)oc2ccccc12	-19	11	-10	0	-12	-2	0	-4	-1
CCc1ccc(NC(=S)N(CCN2CCOCC2)Cc2ccccc2F)cc1	-8	-9	-1	4	13	4	6	5	2
COc1ccccc1-c1sc2ccccc2c1-c1ccc(O)cc1	-14	-228	5	0	-18	-4	-2	13	-5
Cc1cc(C)n(S(=O)(=O)/C=C/c2ccccc2)n1	-9	19	3	2	4	10	10	10	-4
CCn1c(COc2ccccc2C)nnc1SCC(=O)NCc1ccccc1	-16	12	6	1	2	3	7	-12	0

Source: PubChem
